Source: PubChem BioAssay
ARNT-TACC3 inh: disruptors of human ARNT/TACC3 interaction; inhibition, % at 9.99 µM; 390,000 tested, 0.66% active; Q9Y6A5; AID 623870; AlphaScreen His-ARNT PAS-B/GST-TACC3 binding, luminescence; TACC3 fragment carries E629A point mutation;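 active = mean inhibition of replicates at least 50% and at least half of replicates each reaching 50%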;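 note: 0% = complete ARNT plus TACC3 wells and 100% = ARNT alone without TACC3; many hits fall short of the cut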
esBAF inh: SWI/SNF esBAF complex inhibition | mouse ES cells, Bmi1-luciferase knock-in reporter, 24 h; 100% = twice the neutral-well signal | reporter increase, % at 12.5 µM | 350,000 tested, 2% active | AID 602393; in the data active = activation above about 40%;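 note: 0% = median of the plate's neutral control wells and 100% = double that signal; a rise in the Bmi1 reporter signal indicates esBAF inhibition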
ERAP1 inh: ERAP1 (human) enzyme inhibition; Q9NZ08; recombinant ERAP1, Leu-AMC fluorescence, 60 min; inhibition, % at 10.7 µM; 340,000 tested, 0.15% active; AID 652197;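 active = mean replicate inhibition of at least 30%, or all replicates individually reaching that 30% level; inactive = mean below 30% and not every replicate reaching it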;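 note: 0% = neutral control wells and 100% = L-leucinethiol positive control wells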
F508del corr: CFTR F508del correction in bronchial cells | 350,000 tested, 0.36% active | CFBE cells, YFP halide quenching; stimulated with forskolin plus potentiator P3; % fluorescence drop versus neutral controls | AID 720511 | activity (quench increase), % at 7.58 µM;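 active = mean added fluorescence quench of at least 8% versus neutral control, with both replicates also reaching 8%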;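 note: cells transiently co-express mutant CFTR-F508del with the halide-sensitive YFP; corrector assay measuring rescue of mutant channel to the surface after 24 h compound exposure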
RAD54 inh: blocks human RAD54 Holliday junction branch migration; Q92698; inhibition, % at 10.4 µM; FAM/BHQ fluorescence; AID 602329; 360,000 tested, 0.14% active;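 active = mean normalized replicate activity at least 40 and at least half of replicates scoring 40 or more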;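 note: 0% = median of neutral control wells and 100% = median of positive control wells; inhibitors cause a drop in the FAM fluorescence signal; in these data hits start at about 50%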
Target sequence (Q92698 whole entry, looked up): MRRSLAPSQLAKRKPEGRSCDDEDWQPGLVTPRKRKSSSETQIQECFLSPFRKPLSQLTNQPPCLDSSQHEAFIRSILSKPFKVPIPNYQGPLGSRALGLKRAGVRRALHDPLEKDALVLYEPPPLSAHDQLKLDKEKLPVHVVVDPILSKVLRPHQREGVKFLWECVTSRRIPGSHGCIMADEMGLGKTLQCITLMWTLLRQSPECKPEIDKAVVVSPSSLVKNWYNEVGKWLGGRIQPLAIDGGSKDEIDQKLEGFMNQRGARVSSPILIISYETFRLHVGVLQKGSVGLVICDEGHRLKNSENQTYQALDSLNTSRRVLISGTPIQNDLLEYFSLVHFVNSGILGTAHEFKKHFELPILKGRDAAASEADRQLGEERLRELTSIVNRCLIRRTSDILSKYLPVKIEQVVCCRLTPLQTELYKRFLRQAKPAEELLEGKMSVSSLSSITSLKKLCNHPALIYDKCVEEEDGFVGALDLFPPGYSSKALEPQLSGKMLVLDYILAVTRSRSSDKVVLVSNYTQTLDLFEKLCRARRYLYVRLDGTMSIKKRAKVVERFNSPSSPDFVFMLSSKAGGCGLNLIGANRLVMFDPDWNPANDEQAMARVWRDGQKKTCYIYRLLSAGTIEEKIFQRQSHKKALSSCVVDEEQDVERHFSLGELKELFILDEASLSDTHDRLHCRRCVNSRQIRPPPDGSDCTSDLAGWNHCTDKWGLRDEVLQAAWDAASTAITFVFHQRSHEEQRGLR
RAD52 anneal inh: inhibitors of human RAD52 DNA annealing; inhibition, % at 18.7 µM; P43351; 360,000 tested, 0.46% active; recombinant RAD52 DNA annealing, FRET fluorescence;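 active = every replicate showing at least 50% inhibition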
GSIS activator: GLuc luminescence reporter in INS-1E cells, primary screen for activators of glucose-dependent secretion of insulin; INS-1E GLuc reporter insulin secretion, 2-3 h; activation, % at 16.6 µM; 370,000 tested, 0.61% active; AID 743287;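 active = lowest replicate activation of at least 40%, so every replicate reaches that level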;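 note: 0% = median of neutral control wells and 100% = median of IBMX positive control wells; some compounds called inactive have numbers as strong as hits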
XiGFP reactiv: X-chromosome reactivation activator; 360,000 tested, 0.055% active; XiGFP mouse fibroblasts, % GFP-positive cells imaging, 3 d; cells co-treated with 5-aza-dC sensitizer; scaled so ellipticine positive control = 100%; activation, % at 7.58 µM;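 active = mean normalized replicate activation at least 10% and every replicate at or above 10%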;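 note: 0% = median of on-plate neutral control wells and 100% = ellipticine 6 µM median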
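Material: SV40-immortalized XiGFP fibroblast cells, line 68-5-11 | Buffer or medium: DMEM containing 5-aza-dC | Dosing: One concentration, pinned | Times: 3 d treatment, 15 min room-temperature fixation | Controls: Ellipticine 6 µM positive control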
* marks the source's active call; other numbers are inactive results; x = no result given.

SMILES	ARNT-TACC3 inh	esBAF inh	ERAP1 inh	F508del corr	RAD54 inh	RAD52 anneal inh	GSIS activator	XiGFP reactiv
O=C(O)COc1ccccc1/C=N/NC(=O)CSc1nc2ccccc2n1Cc1ccccc1Cl	6	-5	x	2.1	13	-1	-8	-0.2
CCCOC(=O)c1ccc(NC(=O)CN(C)Cc2cccs2)cc1	-11	6	-3	0.8	-14	-11	-37	-0.1
CCCc1cc(=O)oc2c(C)c(OC(C)C(=O)NCC(O)c3ccccc3)ccc12 (stereo not given)	0	-5	0	-2.2	5	-19	-2	0.1
COc1cccc(C(CNC(=O)C2CCN(C(=O)Nc3ccccc3)CC2)N(C)C)c1 (stereo not given)	1	20	0	0.0	-4	-2	-12	0.0
CC(=O)Nc1ccc(NC(=O)CSc2nc(=O)n(Cc3cccnc3)c3c2CCC3)cc1	-9	9	0	2.8	8	-8	1	-0.1
CCN(C(=O)COC(=O)c1ccccc1NCCO)c1cccc2ccccc12	-13	x	2	2.2	10	9	-11	-0.1
CCCC#Cc1cnc2c(c1)C(=O)N([C@@H](C)CO)C[C@@H](C)[C@@H](CN(C)Cc1ccccc1)O2	x	x	0	0.0	x	2	12	0.5
CN(Cc1ccccc1C(F)(F)F)C(=O)C1CCC(=O)N(CC2CCCCC2)C1 (stereo not given)	x	2	2	1.0	1	-4	-13	0.1
C[C@@H]1CN([C@H](C)CO)C(=O)c2cccc(NC(=O)Nc3ccc4c(c3)OCO4)c2O[C@H]1CN(C)C(=O)NC1CCCCC1	-7	11	-2	-1.1	3	-8	-8	-0.5
CCOCCCNC(=S)N(Cc1ccccc1)Cc1nc2ccccc2c(=O)[nH]1	-8	2	-2	-2.1	5	-3	-10	-0.1
O=C(c1ccccc1)N1CCN(C(=O)c2cc3nc(-c4ccccc4)cc(C(F)(F)F)n3n2)CC1	-3	5	-1	-0.2	0	-16	6	0.3
CO[C@@H]1CN(C)C(=O)c2cc(NC(=O)C3CCCC3)ccc2OC[C@H](C)N(CC2CC2)C[C@@H]1C	-9	3	2	0.8	-31	2	13	0.0
OC[C@@H]1[C@H](c2ccc(-c3ccc(F)cc3)cc2)[C@@H]2CN(CCC(F)(F)F)CCCCN12	9	x	2	0.1	6	17	-21	0.4
CC(c1ccco1)N(C(=O)c1cc(Cl)cc(Cl)c1)c1ccccn1 (stereo not given)	-4	-7	-1	1.5	-2	-4	-21	0.0
COc1ccccc1-c1ccc2c(c1)[C@@H]1[C@@H](CCN1S(=O)(=O)c1ccccc1)[C@H](CO)N2	1	-1	1	1.7	2	50	4	-0.1
COc1ccc(NC(=O)c2cccc(-n3c(C)ccc3C)c2)c(OC)c1	4	x	-4	x	x	-147	3	-0.4
COCC(=O)N1C[C@@H]2[C@H](c3ccccc31)[C@@H](CO)N2C(=O)Nc1ccccc1Cl	-2	-2	2	0.3	11	-4	2	0.2
N#C[C@@H]1[C@H](c2ccccc2)[C@H](CO)N1C(=O)c1cc(Cl)cc(Cl)c1	-50	3	-1	0.9	-7	-8	-3	-0.1
C[C@@H](O)C#Cc1ccc2c(c1)O[C@H](CN(C)C(=O)C1CCC1)[C@@H](C)CN([C@@H](C)CO)S2(=O)=O	13	4	-2	2.1	2	12	12	-1.1
C[C@H](CO)N1C[C@H](C)[C@H](CN(C)CC2CCCCC2)Oc2ccc(NC(=O)Nc3ccc4c(c3)OCO4)cc2C1=O	x	-13	-4	-1.1	5	4	-2	0.1
CC(C)NC(=O)N(C)C[C@H]1OCCCC[C@H](C)Oc2ccc(NS(=O)(=O)c3ccc(F)cc3)cc2C(=O)N([C@@H](C)CO)C[C@@H]1C	-1	-3	1	-0.1	0	5	-1	-0.1
C[C@@H]1CN([C@H](C)CO)C(=O)Cc2cc(NC(=O)Cn3cnnn3)ccc2O[C@H]1CN(C)Cc1ccc(Oc2ccccc2)cc1	8	-1	10	-1.5	-2	-2	7	-0.7
Cc1cnc(C(=O)OCC(=O)Nc2sc3c(c2C#N)CCC3)cn1	3	-3	4	-1.3	3	-13	-14	-0.1
O=C(COC(=O)Cc1ccc(Br)cc1)NC1CCCCCC1	1	x	-3	1.5	x	-31	-8	0.0
COC(=O)[C@]1(Cc2ccccc2)N[C@H](CN(C)C(=O)Nc2ccc(C(F)(F)F)cc2)[C@@H]2C(=O)N(Cc3ccccc3)C(=O)[C@@H]21	-3	10	x	0.5	-2	-33	-37	0.3

Reprinted from the part before: 3 entries, followed by the next part.
SMILES	ARNT-TACC3 inh	esBAF inh	ERAP1 inh	F508del corr	RAD54 inh	RAD52 anneal inh	GSIS activator	XiGFP reactiv
Cc1cnc(C(=O)OCC(=O)Nc2sc3c(c2C#N)CCC3)cn1	3	-3	4	-1.3	3	-13	-14	-0.1
O=C(COC(=O)Cc1ccc(Br)cc1)NC1CCCCCC1	1	x	-3	1.5	x	-31	-8	0.0
COC(=O)[C@]1(Cc2ccccc2)N[C@H](CN(C)C(=O)Nc2ccc(C(F)(F)F)cc2)[C@@H]2C(=O)N(Cc3ccccc3)C(=O)[C@@H]21	-3	10	x	0.5	-2	-33	-37	0.3
COc1ccccc1NC(=O)Nc1ccccc1C#N	3	-3	-2	0.8	-12	-1	-7	0.0
Cc1ccccc1S(=O)(=O)N1[C@@H](c2cccc(Cl)c2)C(C(=O)OC(C)(C)C)=CC[C@H]1c1ccc(Cl)cc1	x	-5	-2	-1.2	-2	4	7	0.2
COc1ccc(OC)c(CN2CCC(Cc3ccccc3)CC2)c1	1	5	-5	3.2	5	4	-29	0.2
CCN(CC)CCC(c1ccc(N(C)C)cc1)c1c(OC)cc(OC)c2ccc(=O)oc12 (stereo not given)	26	-7	x	-1.3	13	x	-4	0.2
COc1ccc(C(=O)Cc2ccc(OC)c(OC)c2)cc1	-2	42*	x	x	-11	x	23	x
COC(=O)c1cnn(-c2ccccc2)c1C(OC)OC	4	-3	4	0.0	7	-1	4	-0.1
O=C(CCC(=O)N1CCSc2ccccc21)NC1CCCCC1	x	-2	1	6.3	-8	-5	-6	0.0
CCCN(C)C[C@@H]1Oc2ncc(-c3cccnc3)cc2C(=O)N([C@H](C)CO)C[C@@H]1C	-3	-5	0	1.9	0	-6	5	-1.0
Cc1ccc(S(=O)(=O)Nc2ccc3c(c2)C(=O)N([C@H](C)CO)C[C@H](C)[C@@H](CN(C)C(=O)CCC(F)(F)F)OCCCC[C@@H](C)O3)cc1	-10	0	-2	1.3	0	6	5	0.1
CC(=O)N(C)C[C@@H]1Oc2cc(C#CCC3CCCC3)ccc2S(=O)(=O)N([C@@H](C)CO)C[C@@H]1C	5	7	0	6.5	4	20	-1	-1.2
Cc1cc(C)c(S(=O)(=O)N2CCN(C(=O)c3ccccc3OCc3c(C)noc3C)CC2)c(C)c1	x	-3	1	-0.8	5	-10	-13	0.0
COc1cc(N)c(Cl)cc1C(=O)OCC(=O)NC1CCCC1	-2	-2	3	-1.3	-5	-16	3	0.3
O=C(COc1ccccc1)NCc1n[nH]c(=S)n1-c1ccccc1	4	x	5	0.8	x	-26	-1	-0.6
COc1ccc2nc3oc(C(=O)NCCCOC(C)C)cc3cc2c1	5	-1	-1	1.4	3	-11	2	-0.1
CCN(CC)CCN1C(=O)C(=O)/C(=C(/O)c2c(C)[nH]c(C(=O)OC)c2C)C1c1ccco1 (stereo not given)	0	4	4	x	-14	-14	7	x
CCOc1ccc(CCNC(=O)COC(=O)CNS(=O)(=O)c2ccc(NC(C)=O)cc2)cc1OCC	3	-1	1	-0.3	0	-13	3	0.0
COCC(=O)Nc1ccc2c(c1)[C@@H]1C[C@@H](CC(=O)NCc3ccc(-c4ccccc4)cc3)O[C@H](CO)[C@@H]1O2	-8	3	-2	-0.8	4	10	-3	0.0
O=C(O)CC(CC(=O)Nc1ccc(C(=O)O)cc1)c1ccccc1 (stereo not given)	4	0	-2	3.6	-6	-3	4	-0.1
CCC(=O)NC(c1ccccc1Cl)c1c(O)ccc2ccccc12 (stereo not given)	-5	x	1	x	x	-10	10	0.1
Cc1ccc(S(=O)(=O)N[C@H]2C=C[C@H](CC(=O)N3CCC(Cc4ccccc4)CC3)O[C@@H]2CO)cc1	-16	10	-7	-0.1	1	1	-27	-0.9
O=C(Nc1cc([N+](=O)[O-])ccc1N1CCCC1)c1cccs1	3	-8	0	-0.6	-6	-9	19	0.0
COc1ccc(C(=O)N2CCC(c3ccccc3)CC2)c(OC)c1OC	29	x	2	1.1	x	-5	7	0.2
CCc1nn(CCCC(=O)N2CCN(c3cccc(C)c3C)CC2)c(=O)c2cc3occc3n12	15	-4	0	1.9	-5	-9	2	0.1
CCOC(=O)c1ccccc1NC(=O)CN1CCC(n2nnc3cc(F)ccc32)CC1	-4	-11	-1	-1.2	-9	-15	-8	0.1
COc1ccc(CNC2CCSc3ccccc32)cc1OC (stereo not given)	18	-4	-7	1.9	-18	-13	16	-0.1
SMILES	ARNT-TACC3 inh	esBAF inh	ERAP1 inh	F508del corr	RAD54 inh	RAD52 anneal inh	GSIS activator	XiGFP reactiv
CCCCn1c(N)c(N(CCOC)C(=O)C2CCN(S(=O)(=O)c3ccc(F)cc3)CC2)c(=O)[nH]c1=O	13	x	0	1.2	-13	-2	0	-0.1
COc1ccc(Br)cc1CN1CCCCCC1	-12	1	0	1.2	-3	-4	52	0.2
Cc1ccc(NC2Nc3cc(C)nn3S2)c(C)c1 (stereo not given)	6	x	-5	0.4	x	3	-6	-0.3
C[C@@H]1CN([C@@H](C)CO)C(=O)c2cccc(NS(=O)(=O)c3ccc(Cl)cc3)c2O[C@@H]1CN(C)C(=O)NC1CCCCC1	-4	13	0	-0.5	3	-33	-29	-1.0
CC(=O)N1CCN(c2ccc(N)cc2)CC1	3	4	-2	-0.6	7	58*	x	0.0
O=C(c1ccccc1F)N(Cc1nc2ccccc2c(=O)[nH]1)C1CCCC1	-11	x	0	-3.8	x	-10	11	0.3
CCCCN(C(=O)c1c(-c2ccccc2)noc1C)c1c(N)n(CCC)c(=O)[nH]c1=O	4	-9	0	0.6	-7	-9	-4	0.0
COc1ccc(CN(CC(=O)NCc2ccc(F)cc2)C(=O)c2csnn2)cc1	x	-3	-1	-0.1	0	-4	-5	-0.1
Cc1ccc(S(=O)(=O)c2nc(S(C)(=O)=O)sc2N2CCCC2)cc1	8	2	1	0.2	-15	-28	6	0.0
O=C(NC1CCCCC1NC(=O)c1cccs1)c1cccs1 (stereo not given)	-3	2	x	x	-1	x	23	x
CN(C)C(=O)Cn1c(SCC(=O)Nc2ccc3c(c2)OCO3)nc2ccccc21	-12	-3	x	x	5	x	0	x
Cc1cccc(CN2CCC(C(=O)Nc3ccc(Oc4cccnc4)cc3)CC2)c1	x	-6	2	-0.4	-4	-28	-6	1.0
COCC(=O)N1[C@H](CO)[C@H](c2ccccc2-c2cccc(OC)c2)[C@@H]1C#N	x	x	1	0.1	x	-2	0	0.1
COc1ccc(OC)c(NC(=O)c2cc(OC(C)=O)cc(C(=O)Nc3cc(OC)ccc3OC)c2)c1	x	-2	-1	-1.5	7	-14	15	-0.1
Cc1cccc(C)c1NC(=O)COC(=O)CSc1nnc(N)s1	-1	-2	x	x	-13	x	15	0.1
CC(=O)C(Cc1ccccc1)NC(=O)CN1CCc2ccccc2C1 (stereo not given)	12	x	-3	-0.7	x	5	6	0.2

Among those listed so far, two have bromine:
SMILES	ARNT-TACC3 inh	esBAF inh	ERAP1 inh	F508del corr	RAD54 inh	RAD52 anneal inh	GSIS activator	XiGFP reactiv
O=C(COC(=O)Cc1ccc(Br)cc1)NC1CCCCCC1	1	x	-3	1.5	x	-31	-8	0.0
COc1ccc(Br)cc1CN1CCCCCC1	-12	1	0	1.2	-3	-4	52	0.2
